# Screening data from PubChem BioAssay.
# WRN inhibitor – WRN helicase (human) inhibition; Q14191; Potency, µM (doses to about 114 µM), inactives show at the highest dose activity change, negative = inhibition, most hits filed as inhibitors; WRN helicase unwinding, fluorescent forked duplex, kinetic; actives 0.46% (n = 360,000); also: potency is read from the fitted curve at half-maximal effect; % is scaled to controls: 0 for no effect and ±100 for the full control effect; nearly all actives have a fitted effect of over 55% in size
#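 Kinetic red-fluorescence monitoring (525/598 nm) tracks WRN helicase activity after 100 nM fluorophore-quencher forked duplex and 2 mM ATP are added to 20 nM enzyme pretreated 15 min at room temperature with compound.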
# EPAC2 agonist – activates human EPAC2 exchange factor; Q8WZA2; EPAC2 activation, biochemical qHTS; response scale: 100% = 6.5 mM cAMP response; Potency, µM (series often up to 154 µM), without a hit: at the highest dose activation, usual class: activators; actives 0.079% (n = 360,000); also: potency is read from the fitted curve at half-maximal effect; nearly all actives have a fitted effect of over 50% in size
# Target sequence (Q8WZA2 whole entry, looked up): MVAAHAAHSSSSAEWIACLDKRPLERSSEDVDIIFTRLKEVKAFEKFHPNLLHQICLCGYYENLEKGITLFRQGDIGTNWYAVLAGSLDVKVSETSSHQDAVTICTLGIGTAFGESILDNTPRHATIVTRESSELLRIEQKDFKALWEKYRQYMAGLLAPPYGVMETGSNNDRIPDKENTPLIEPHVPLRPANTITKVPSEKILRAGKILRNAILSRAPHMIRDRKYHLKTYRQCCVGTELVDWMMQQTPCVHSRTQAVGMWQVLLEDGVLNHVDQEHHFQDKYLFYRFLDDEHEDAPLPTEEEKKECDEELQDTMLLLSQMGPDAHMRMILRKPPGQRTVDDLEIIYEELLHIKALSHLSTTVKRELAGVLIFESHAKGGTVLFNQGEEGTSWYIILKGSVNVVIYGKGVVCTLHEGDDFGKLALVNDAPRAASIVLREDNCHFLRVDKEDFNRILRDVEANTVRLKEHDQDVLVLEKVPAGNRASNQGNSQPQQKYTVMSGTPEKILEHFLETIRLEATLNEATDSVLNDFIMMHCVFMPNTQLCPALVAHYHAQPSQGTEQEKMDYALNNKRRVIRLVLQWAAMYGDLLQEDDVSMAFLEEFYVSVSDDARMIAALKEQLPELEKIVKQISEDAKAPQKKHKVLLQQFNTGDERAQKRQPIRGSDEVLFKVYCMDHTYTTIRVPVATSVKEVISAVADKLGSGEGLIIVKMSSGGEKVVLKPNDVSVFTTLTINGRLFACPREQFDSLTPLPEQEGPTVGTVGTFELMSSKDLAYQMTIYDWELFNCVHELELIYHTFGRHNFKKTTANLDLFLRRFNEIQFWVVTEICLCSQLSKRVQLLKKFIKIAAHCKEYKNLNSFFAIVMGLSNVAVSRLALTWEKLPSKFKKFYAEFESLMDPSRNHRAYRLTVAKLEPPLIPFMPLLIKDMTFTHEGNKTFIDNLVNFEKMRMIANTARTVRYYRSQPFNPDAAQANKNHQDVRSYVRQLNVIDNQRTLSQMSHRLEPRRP
#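 Exchange assay: 100 nM EPAC2 with 250 nM Rap1B-BODIPY-GDP and 50 uM GDP. Fluorescence (ex 480/em 540 nm) read every 5 min for 30 min at room temperature. Data normalized to 6.5 mM cAMP as agonist control.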
# IL2 activator – IL-2 activation | IL-2 activation reporter assay, cell-based qHTS; stimulated with anti-CD3/CD4/CD28 beads; in transgenic mouse T cells | actives 0.065% (n = 360,000) | activation, % (series mostly up to about 46 µM) | AID 652025; in the data active = activation above about 50%; inconclusive = mostly about 30% to 49%; also: 0% is about no effect
#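 Unstimulated transgenic mouse T cells; 60-min compound exposure; bead-based TCR/CD4/CD28 stimulation; 18 h culture, 37 degrees C; dual fluorescence (EGFP, DsRed) plate cytometry.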
# EPAC1 agonist – activates human EPAC1 exchange factor; O95398; EPAC1 agonist qHTS, biochemical assay; response scale: 100% = response to 6.5 mM cAMP; Potency, µM (top dose mostly 154 µM), for the others: at the top dose activation, usual class: activators; actives 0.073% (n = 360,000); AID 720707; also: potency is read from the fitted curve at half-maximal effect; nearly all actives have a fitted effect of over 60% in size
#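 Multi-concentration qHTS readout: loss of Rap1B-bound BODIPY-GDP fluorescence driven by 100 nM EPAC1 with excess GDP (50 uM), monitored kinetically at room temperature; agonist response expressed relative to 6.5 mM cAMP.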
# PI5P4K alpha inh – inhibitors of human PI5P4K alpha; PI5P4Kalpha enzyme, ADP-Glo luminescence, 60 min; hits give low values; actives 1.2% (n = 330,000); max response, %; P48426; active = max response of -50% or lower; inconclusive = between -30% and -50%; inactive = -30% or higher; also: value at the top dose of about 77 µM; % is scaled to controls: 0 for no effect and ±100 for the full control effect
#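 Enzyme plus substrate dispensed, test compounds pinned in, then ATP (5 microM final) added. After 60 min at RT, ADP-Glo reagent 1 for 45 min and reagent 2 for 30 min preceded luminescence imaging.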
# CCT chaperon mod – modulators of cytosolic chaperonin (CCT/TRiC) activity; AID 651819; activity change, % (no concentration beside the values), hits read low; actives 0.3% (n = 360,000); purified chaperonin ATPase assay, HTRF ADP detection, 30 min; in the data active = activity change below about -30%; also: % is scaled to controls: 0 for no effect and ±100 for the full control effect
#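 Enzyme 40 or 20 nM (batch-dependent) in Tris pH 7.4/KCl/MgCl2/DTT; cpd 76 uM single point; ATP 10 uM; 30 min 37 °C; Transcreener ADP HTRF detection, 30 min RT; ratio 665/615.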
# EPAC1 antag – antagonists of human EPAC1. O95398. AID 720709. EPAC1 GEF assay, Rap1b-BODIPY-GDP exchange fluorescence. actives 0.14% (n = 360,000). Potency, µM (doses to about 115 µM), without a hit: at the highest dose activity change, negative = inhibition, hits mostly inhibitors;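 also: potency is read from the fitted curve at half-maximal effect; plate controls were vehicle for no effect and positive control for full effect; nearly all actives have a fitted effect of over 50% in size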
# PLK1 PBD inh – PLK1 (human) polo-box domain binding inhibition; actives 2.8% (n = 360,000); Potency, µM, for the others: max response, negative = inhibition, hits mostly inhibitors; Plk1 PBD binding of FITC phosphopeptide, fluorescence polarization; P53350; also: potency is read from the fitted curve at half-maximal effect; series mostly up to about 57 µM; % is scaled to controls: 0 for no effect and ±100 for the full control effect; nearly all actives have a fitted effect of over 65% in size
# Starred values were filed as active, the others as inactive; ? = inconclusive; / = not tested or not shown; [ ] = another dose, or the depositor's remark. Unless noted, calls follow the shape of the dose curve; as a rule, active = well fitted curve in the direction sought with a large enough effect; inconclusive = small, poorly fitted or top-dose-only effect, or another doubt; inactive = no such curve, though single readings can be large; an effect the other way counts as inactive or inconclusive. These rows are one share of the data; count on the stated rates, not on these rows.
SMILES,WRN inhibitor,EPAC2 agonist,IL2 activator,EPAC1 agonist,PI5P4K alpha inh,CCT chaperon mod,EPAC1 antag,PLK1 PBD inh
COc1ccccc1/C=C/C(=O)NC(=S)N1CCOCC1,-4%,21%,-1.2,3%,2,0.9,-7%,-6%
O=C(NCc1cccnc1)C(=O)NCC(c1ccco1)N1CCOCC1 (configuration not stated),-3%,-2%,0.0,10%,8,-0.8,-16%,-9%
C=C(C)c1cccc(C(C)(C)NC(=O)N2CCN(c3ncccn3)CC2)c1,-2%,1%,0.0,14%,14,-1.4,5%,-5%
Cc1noc(C)c1CSCC(=O)OCC(=O)N1CC(=O)Nc2ccccc21,6%,-11%,-1.0,6%,-6,0.3,-7%,-5%
CC12CCC(C(=O)N(NC(=O)c3ccccc3O)C1=O)C2(C)C (configuration not stated),2%,-2%,3.0,1%,1,-4.3,3%,-8%
CCCCN(C(=O)c1cc(=O)[nH]c2ccccc12)c1c(N)n(CCCC)c(=O)[nH]c1=O,-11%,-4%,-1.0,2%,-9,0.7,1%,7%
CCOC(=O)c1sc2nc(CSc3ccccc3Cl)[nH]c(=O)c2c1C,3%,0%,-1.8,7%,-16,-4.9,8%,-11%
Cc1cccc2c(N)c3c(nc12)N(C)CC3,1%,-1%,0.5,7%,0,2.3,1%,-3%
O=C(NCc1n[nH]c(=O)c2ccccc12)C1CC(=O)N(c2ccc(Cl)cc2)C1 (configuration not stated),-8%,11%,-2.8,-1%,-1,-2.8,12%,-5%
c1ccc(-c2cccs2)nc1,2%,11%,-3.9,2%,-2,0.4,1%,-8%
CCOc1cc2[nH]c(=S)n(CCOC)c(=O)c2cc1OCC,-2%,-1%,-0.9,-7%,-4,1.5,7%,1%
CN=C1S/C(=C\c2ccc(Cl)cc2)C(=O)N1C,-2%[57.1 µM],-1%,-0.5,-6%,0,-1.3,-8%,1%
COc1ccc(OC)c(S(=O)(=O)N2CCC(C(=O)Nc3cccc(C(F)(F)F)c3)CC2)c1,-11%,-1%,7.1,9%,4,-0.9,-7%,-1%
COc1ccccc1COc1ccc2c(C)c(CCC(=O)O)c(=O)oc2c1C,-6%,3%,-0.9,-4%,1,1.4,5%,-14%
O=C(NCCc1ccc(Cl)cc1)c1cnc2n(c1=O)CCS2,-6%,13%,1.7,14%,-2,0.4,-1%,-16%
O=C(COC(=O)CCc1c[nH]c2ccccc12)NC(c1ccccc1)c1ccccc1,-2%,10%,-0.4,27%,9,-1.7,-26%,-4%
Cc1cccc(NC(=O)Cn2nnc(C(=O)NCc3cccs3)c2N)c1C,-11%,1%,7.4,4%,4,-0.1,-3%,?
Cc1ccc(S(=O)(=O)NCCC(=O)N2CCCC(C)C2)cc1 (configuration not stated),-13%,7%,-0.3,11%,-5,-0.8,-10%,-9%
COc1ccc(CNc2ncc(-c3ccccc3)n2C)cc1,-1%,4%,1.4,7%,-1,-1.9,-9%,-10%
COc1cc(NC(=O)c2ccc(F)cc2)c(OC)cc1NC(=O)CN1CCCCC1,3%,5%,1.9,-9%,-6,0.4,-4%,-11%
CC(=O)c1ccc(S(=O)(=O)N2CCC(c3nnc(SCCN4CCCC4)n3C)CC2)cc1,2%,11%,-0.5,9%,-8,0.6,?,-1%
O=C(Nc1ccc2nsnc2c1)c1cccs1,-2%,-1%,2.2,5%,0,-2.4,2%,-2%
Cc1cc(-c2nnc(CCC(=O)NCc3ccc(F)c(F)c3)o2)no1,-3%,-2%,0.8,-8%,-9,-0.4,-5%,7%
Cc1ccc(/C=C/C(=O)Nc2cccc3cccnc23)o1,-31%,14%,1.0,12%,-2,-0.5,13%,-6%
CC1CC(C)CN(S(=O)(=O)c2ccc(C(=O)NCc3ccc4c(c3)OCO4)cc2)C1 (configuration not stated),-14%,19%,-1.7,-2%,7,-3.2,-12%,-4%
# The list goes on.
SMILES,WRN inhibitor,EPAC2 agonist,IL2 activator,EPAC1 agonist,PI5P4K alpha inh,CCT chaperon mod,EPAC1 antag,PLK1 PBD inh
Cc1ccc2nc(NC(=O)C3CCN(S(=O)(=O)c4ccc5c(c4)oc(=O)n5C)CC3)sc2c1,-3%,13%,-4.6,0%,0,-3.7,3%,-15%
Nc1ncnc2c1ncn2[C@@H]1O[C@H](CNCc2ccc(OCc3ccccc3)cc2)[C@@H](O)[C@H]1O,0%,4%,0.3,9%,16,1.7,-3%,-4%
C=CCn1c(SCC(=O)N(CC)C2CCS(=O)(=O)C2)nc2scc(-c3ccccc3)c2c1=O (configuration not stated),3%,10%,-5.2,14%,-5,-1.4,8%,7%
Oc1ccc(-c2[nH]ncc2-c2ccc(Br)cc2)c(O)c1,-5%,6%,-0.1,-4%,-4,0.1,0%,-9%
COCCCN(C(=O)c1ccc(N2CCCC2=O)cc1)c1c(N)n(Cc2ccccc2)c(=O)[nH]c1=O,-5%,-1%,-2.7,1%,3,-0.1,0%,-2%
Cc1ccc2c(c1)CCCN2CC(=O)N(C)c1c(N)n(Cc2ccccc2)c(=O)[nH]c1=O,1%[11.6 µM],1%,3.9,20%,-11,0.1,16%,-16%
Cc1ccc2c(c1)N(C(=O)CCC(=O)N1CCN(c3ccccn3)CC1)CCO2,3%,5%,-4.0,8%,1,-1.1,-18%,-17%
O=[N+]([O-])c1ccc(Nc2nc(NCCO)nc(N3CCCC3)n2)cc1,-7%,5%,-3.6,-5%,-3,-2.6,-14%,-16%
Cc1c(C(=O)N2CCN(Cc3ccc4c(c3)OCO4)CC2)cccc1[N+](=O)[O-],-12%[57.1 µM],-2%,-2.8,-1%,8,-0.5,-2%,-6%
Cc1ccc(-n2cc(-c3ccc([N+](=O)[O-])cc3)[nH]c2=S)c(C)c1,-12%,8%,-0.3,-2%,-26,-0.1,5%,-12%
Cc1ccnc(NC(=O)c2ccc(NC(=O)c3ccco3)cc2)c1,-12%,-2%,-2.2,-3%,-7,0.0,-1%,-1%
Cc1ccc(C)c(NC(=O)C(=O)NCC2CCCN2S(=O)(=O)c2cccs2)c1 (configuration not stated),-1%,11%,-1.0,-4%,-1,-2.5,-21%,-1%
O=C(Nc1cnn(Cc2ccc(Cl)cc2)c1)C1CCCC1,-1%,1%,-1.5,4%,/,-0.2,6%,-14%
O=c1ccccn1Cc1c(F)cccc1Cl,7%,-2%,-0.2,1%,?,-0.7,1%,3.4µM*
O=C(CN1CCN(c2cccc(C(F)(F)F)c2)CC1)Nc1cccc(C(F)(F)F)c1,-3%,-3%,0.3,-8%,1,0.2,?,0%
Cc1ccc(NC(=O)CC(NC(=O)c2ccccc2Cl)c2ccccc2)nc1 (configuration not stated),9%,0%,-0.1,-7%,3,0.8,10%,1%
Cc1ccccc1NC(=O)Nc1cc(S(N)(=O)=O)ccc1C,-5%,-1%,-2.0,-5%,/,1.6,8%,-2%
Cc1nc(N2CCC(C)CC2)c2c(C)c(C(=O)Nc3cc(F)ccc3C)sc2n1,-16%,1%,-1.6,-2%,11,0.3,-10%,-7%
Cc1cc(Cl)ccc1NC(=O)CSc1n[nH]c(N)n1,-10%,10%,-0.7,3%,1,-0.7,0%,5%
Cc1cc(F)ccc1S(=O)(=O)Nc1ccccc1C(=O)Nc1ccc2[nH]c(=O)[nH]c2c1,-22%,0%[15.6 µM],-0.2,-8%,-30,1.0,-11%,-27%
O=C(CN1CCN(CCC(=O)Nc2ccccc2F)CC1)Nc1ccc(F)cc1,10%,-12%,-2.6,-2%,2,1.2,-9%,-26%
O=C(CCNC(=O)c1ccccc1Cl)Nc1cccc(C(F)(F)F)c1,4%,-3%,-2.8,-3%,1,-0.3,-11%,-2%
CCN(CC(=O)NCc1ccc(F)cc1)C(=O)c1ccc(C(=O)c2ccccc2)cc1,-3%[57.1 µM],-5%,-0.3,6%,-1,-1.6,-2%,-3%
CC(=O)c1cccc(NS(=O)(=O)c2ccc3c(c2)N(C(C)=O)CCO3)c1,-11%,3%,-0.4,3%,0,-1.6,-19%,-8%
CCCc1cc(C(=O)Nc2sc(C)c(C)c2C(=O)OCC)no1,5%,-8%,-0.6,-9%,-23,-2.5,8%,21µM*
COCC(=O)NC1CC2CCCC(C1)N2Cc1ccccc1 (configuration not stated),-4%,-2%,0.4,-2%,8,-0.1,-7%,0%
CCOc1ccc(NC(=O)CSc2nnc(C3CC3)n2C2CC2)cc1,1%,2%,-4.9,8%,2,-2.7,2%,1%
Fc1ccccc1CCNc1c2c(nc3ncnn13)CCCC2,0%,-9%,-5.2,-5%,1,0.6,-17%,2%
Cc1ccccc1N1C(=O)C(Oc2ccc(Cl)cc2)C1CNC(C)(C)C (configuration not stated),0%,7%,-0.6,-12%,0,0.4,0%,0%

# Eleven entries from above in a different format.
# Values run as follows: WRN inhibitor, EPAC2 agonist, IL2 activator, EPAC1 agonist, PI5P4K alpha inh, CCT chaperon mod, EPAC1 antag, PLK1 PBD inh
Cc1cc(Cl)ccc1NC(=O)CSc1n[nH]c(N)n1
  -10%, 10%, -0.7, 3%, 1, -0.7, 0%, 5%
Cc1cc(F)ccc1S(=O)(=O)Nc1ccccc1C(=O)Nc1ccc2[nH]c(=O)[nH]c2c1
  -22%, 0%[15.6 µM], -0.2, -8%, -30, 1.0, -11%, -27%
O=C(CN1CCN(CCC(=O)Nc2ccccc2F)CC1)Nc1ccc(F)cc1
  10%, -12%, -2.6, -2%, 2, 1.2, -9%, -26%
O=C(CCNC(=O)c1ccccc1Cl)Nc1cccc(C(F)(F)F)c1
  4%, -3%, -2.8, -3%, 1, -0.3, -11%, -2%
CCN(CC(=O)NCc1ccc(F)cc1)C(=O)c1ccc(C(=O)c2ccccc2)cc1
  -3%[57.1 µM], -5%, -0.3, 6%, -1, -1.6, -2%, -3%
CC(=O)c1cccc(NS(=O)(=O)c2ccc3c(c2)N(C(C)=O)CCO3)c1
  -11%, 3%, -0.4, 3%, 0, -1.6, -19%, -8%
CCCc1cc(C(=O)Nc2sc(C)c(C)c2C(=O)OCC)no1
  5%, -8%, -0.6, -9%, -23, -2.5, 8%, 21µM*
COCC(=O)NC1CC2CCCC(C1)N2Cc1ccccc1 (configuration not stated)
  -4%, -2%, 0.4, -2%, 8, -0.1, -7%, 0%
CCOc1ccc(NC(=O)CSc2nnc(C3CC3)n2C2CC2)cc1
  1%, 2%, -4.9, 8%, 2, -2.7, 2%, 1%
Fc1ccccc1CCNc1c2c(nc3ncnn13)CCCC2
  0%, -9%, -5.2, -5%, 1, 0.6, -17%, 2%
Cc1ccccc1N1C(=O)C(Oc2ccc(Cl)cc2)C1CNC(C)(C)C (configuration not stated)
  0%, 7%, -0.6, -12%, 0, 0.4, 0%, 0%
